High-throughput results as filed in PubChem BioAssay.
D1 antagonist = blocks dopamine activation of the human D1 receptor; HEK293 TREx D1 cells, calcium flux, dopamine EC80; stronger effect = lower value; activity change, negative = inhibition, % at 10 µM; AID 504652; P21728; 360,000 compounds, 3.2% hits; in the data active means activity change below about -30%; further: on the % scale 0 is the no-effect control and ±100 the full control effect
Target sequence (P21728 whole entry, looked up): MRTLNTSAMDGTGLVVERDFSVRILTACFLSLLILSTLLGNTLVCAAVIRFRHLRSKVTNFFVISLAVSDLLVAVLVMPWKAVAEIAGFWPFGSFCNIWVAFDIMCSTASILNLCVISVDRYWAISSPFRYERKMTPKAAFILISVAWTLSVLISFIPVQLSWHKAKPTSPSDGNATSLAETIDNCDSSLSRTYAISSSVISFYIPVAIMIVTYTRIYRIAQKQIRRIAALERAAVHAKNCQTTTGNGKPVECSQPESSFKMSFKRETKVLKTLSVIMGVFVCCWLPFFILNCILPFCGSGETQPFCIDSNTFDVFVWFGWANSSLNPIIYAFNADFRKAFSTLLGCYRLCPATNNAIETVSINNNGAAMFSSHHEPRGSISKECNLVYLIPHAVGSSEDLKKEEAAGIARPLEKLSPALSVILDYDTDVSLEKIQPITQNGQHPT
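Cells carrying a force-coupled, tetracycline-inducible human D1 receptor report calcium flux. Each well gets a 10 s baseline, compound with 180 s monitoring, then an EC80 dopamine stimulus with a second 180 s kinetic read.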
RXFP1 ag = RXFP1 (human) receptor agonism | Potency, µM (doses to about 57.5 µM), for inactives: at the top dose activation, actives largely listed as activators | HEK293T-RXFP1 cAMP TR-FRET, 30 min; response scale: percent of porcine relaxin response, buffer zero | 370,000 compounds, 0.3% hits; further: potency means the concentration at half of the fitted maximal effect; on the % scale 0 is the no-effect control and ±100 the full control effect; nearly all actives have a fitted effect of over 60% in size; many of its hits are not listed in these tables
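cAMP rise read by TR-FRET after 30 min, 37C compound exposure (up to 58 uM) in RXFP1-transfected HEK293 cells with Ro 20174 present. EC50 from Hill-equation fits, with 29 nM porcine relaxin as 100% and buffer as basal.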
D1 PAM = enhances dopamine response at the human D1 receptor | potentiation, % at 10 µM | HEK293 TREx D1 cells, calcium flux, dopamine EC20 potentiation | P21728 | 360,000 compounds, 0.036% hits; in the data active means potentiation above about 30%; further: 0% is about no effect
GRP78 ERSR act = induces the endoplasmic reticulum stress response in human glioma cells; 420,000 compounds, 0.02% hits; AID 602332; Potency, µM, for the others: at the highest dose activation, actives largely listed as activators; U87-MG GRP78 promoter luciferase reporter, 16 h; further: potency means the concentration at half of the fitted maximal effect; series mostly up to about 76 µM; % of control where 0% means no effect; nearly all actives have a fitted effect of over 35% in size
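Stably transfected U87-MG human glioma cells carrying a GRP78-based luminescent sensor were seeded at 1000 cells/well, pin-dosed with compounds and incubated 16 h. Luciferase reagent was then added, and end-point luminescence was read after 10 min at room temperature.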
Vif-APOBEC3G blk = blocks the Vif interaction with human APOBEC3G | HeLa A3G-eYFP + Vif (tagged APOBEC3G with the HIV-1 protein that degrades it), YFP fluorescence, overnight | Potency, µM (titrated, usually from 46.1 µM), without a hit: at the top dose activity, negative = active, actives largely listed as inhibitors | 410,000 compounds, 0.076% hits;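 further: potency means the concentration at half of the fitted maximal effect; on the % scale 0 is the no-effect control and ±100 the full control effect; nearly all actives have a fitted effect of over 60% in size; hits raise eYFP signal because A3G escapes Vif-driven loss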
Target sequence (Q9HC16 whole entry, looked up): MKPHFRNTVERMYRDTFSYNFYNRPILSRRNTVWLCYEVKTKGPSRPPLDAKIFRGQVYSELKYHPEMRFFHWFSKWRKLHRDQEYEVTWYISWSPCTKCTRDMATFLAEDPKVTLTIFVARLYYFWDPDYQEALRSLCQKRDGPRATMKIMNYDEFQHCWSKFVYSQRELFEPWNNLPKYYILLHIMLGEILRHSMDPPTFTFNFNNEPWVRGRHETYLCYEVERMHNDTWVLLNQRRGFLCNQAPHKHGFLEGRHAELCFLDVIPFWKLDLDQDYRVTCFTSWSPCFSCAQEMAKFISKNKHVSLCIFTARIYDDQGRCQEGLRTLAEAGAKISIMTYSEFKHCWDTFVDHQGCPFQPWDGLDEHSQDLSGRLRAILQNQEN
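HeLa cells stably expressing Vif and C-terminally eYFP-tagged A3G, seeded overnight at 37 deg C, then exposed to compound by pintool overnight at 37 deg C. Rise in yellow fluorescence (Ex 488/Em 500-530, Acumen) marks blocked Vif-driven A3G degradation.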
Vif-A3F inh = blocks the Vif interaction with APOBEC3F; 390,000 compounds, 0.2% hits; Potency, µM (titrated, usually from 46.1 µM), for the others: at the highest dose activity, negative = active; HeLa A3F-eYFP + Vif (tagged APOBEC3F with the HIV-1 protein that degrades it), YFP fluorescence increase; further: potency means the concentration at half of the fitted maximal effect; % of control where 0% means no effect; nearly all actives have a fitted effect of over 65% in size
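HeLa cells stably expressing Vif plus C-terminally eYFP-tagged A3F were seeded, incubated overnight at 37 deg C, dosed with compound, incubated overnight again at 37 deg C. Yellow fluorescence (Ex 488/Em 500-530) reported blocked Vif-mediated A3F-eYFP degradation.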
RXFP1 antag = blocks the human relaxin receptor RXFP1 | Q9HBX9 | AID 1259400 | activity change, negative = inhibition, % at 57.5 µM | 350,000 compounds, 0.59% hits | HEK293-RXFP1, relaxin-stimulated cAMP HTRF, 30 min; stronger effect = lower value;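 active means activity change of -60% or lower, but not beyond a set lower limit; inconclusive means change between -60% and -40%, or beyond the set limit; inactive means change above -40%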; further: on the % scale 0 is the no-effect control and ±100 the full control effect
D1 ag = agonists of human D1 dopamine receptor; HEK293 T-REx D1 cells, calcium flux, agonist mode; activation, % at 2 µM; 360,000 compounds, 1% hits; in the data active means activation above about 30%; further: 0% is about no effect
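Tetracycline-induced HEK293 TREx D1 cells, force-coupled to calcium signalling, were dye-loaded with a no-wash calcium kit. Compound was pin-added after a 10 s baseline. Fluorescence was read kinetically at 1 cycle/s for 180 s, with calcium rises flagged as agonism.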
D2 PAM = positive allosteric modulators of human D2 dopamine receptor. P14416. 340,000 compounds, 0.34% hits. potentiation, % at 10 µM. HEK293 T-REx D2, calcium flux, EC20 dopamine potentiation. AID 485347;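 active means potentiation over 3 SD above the plate norm, cut at about 30% in these data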; further: 0% is about no effect
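Cells plated with tetracycline inducer and held overnight at 30 C; calcium dye loaded 30–90 min at room temperature; baseline taken, compound added and read 180 s; EC20 dopamine then added and read 180 s.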
* hit, by the source's call; ? = inconclusive; . = no result given; & = joins results of further samples. Unless noted, the call rests on the fitted dose curve; in most records, active means well fitted curve in the direction sought with a large enough effect; inconclusive means small, poorly fitted or top-dose-only effect, or another doubt; inactive means no such curve, though single readings can be large; an effect the other way counts as inactive or inconclusive.

SMILES | D1 antagonist | RXFP1 ag | D1 PAM | GRP78 ERSR act | Vif-APOBEC3G blk | Vif-A3F inh | RXFP1 antag | D1 ag | D2 PAM
O=C(CN1CCSC1=NCc1ccccc1)c1ccccc1 | -23 | -0.3% | -10 | -2% | 0% | 1% | 4 | 1 | -16
CCC(=O)N1CCc2cc(S(=O)(=O)CCC(=O)Nc3cccc(C)n3)ccc21 | -1 | 0.8% | -16 | 4% | 0% | 3% | -8 | -1 | -14
O=C(c1ccc(-c2cc3ccccc3oc2=O)cc1)N1CCN(c2ccc(Cl)cc2[N+](=O)[O-])CC1 | -5 | 0.8% | -4 | -2% | 0% | -4% | 12 | 1 | 1
Cc1ccc(/C(N)=N/OC(=O)c2cccs2)cc1 | 0 | 0.1% | -5 | -4% | -7% | 2% | -10 | 0 | 0
C=CCn1c(COc2ccc3c(c2)CCCC3)nnc1SCC(=O)Nc1cccc(SC)c1 | -8 | 1.1% | -5 | 0% | 2% | -11% | 19 | 29 | 9
C(=N\N1CCN(C2c3ccccc3-c3ccccc32)CC1)/c1cccnc1 | 7 | -1.5% | 10 | -5% | 0% | -5% | -28 | 1 | 12
CN(C(=O)COC(=O)c1ccc(NS(=O)(=O)c2cccs2)cc1)C1CCCCC1 | 20 | 1.1% | -1 | -1% | 1% | 1% | -7 | 0 | 3
CCOc1ccc(C(=O)NC(=S)Nc2ccccc2N2CCC(C)CC2)cc1[N+](=O)[O-] | 0 | 2.1% | 3 | -4% | -1% | -3% | -16 | 2 | -1
O=[N+]([O-])c1cc2c(cc1/C=N/n1cnnc1)OCO2 | 2 | 0.6% | -1 | -5% | 2% | 7% | 5 | 1 | 5
COc1ccccc1N1CCN(CCCNC(=O)c2nnc(Cc3c(F)cccc3Cl)o2)CC1 | -36* | 1.0% | -5 | 1% | 0% | -1% | -2 | 9 | -22
COc1ccc2nc(N(Cc3cccnc3)C(=O)c3ccco3)sc2c1 | . | 0.6% | -1 | 1% | 3% | -2% | -6 | -4 | -1
COc1ccc(S(=O)(=O)N2CCC(C(=O)NCCc3ccc4c(c3)OCO4)CC2)cc1 | -8 | -1.0% | -4 | -2% | -3% | 5% | -1 | 0 | -15
Oc1ccc(Cl)cc1C=Nc1ccccc1Br | -16 | 1.4% | -8 | 5% | 1% | 1% | -7 | 1 | 1
COC(=O)c1cn(CC(=O)N2CCCCCC2)c2ccccc12 | -1 | 2.6% | 7 | -3% | 1% | 5% | -2 | 10 | 21
C=C(C)CN1C(=O)C(C)SC1=NN=C1SCC(=O)N1C (centres undefined) | . | . | . | 5% | 0% | -4% | 9 | . | .
COP(=O)(OC)C(=NNS(=O)(=O)c1ccc(C)cc1)c1ccccc1 | . | . | . | -5% | 2% | 1% | 6 | . | .
Cc1cccc(OCc2nc(C#N)c(NCc3ccc4c(c3)OCO4)o2)c1 | -21 | 6.0% | -8 | -1% | 4% | 0% | 1 | 8 | 17
Cc1cc(C)nc(SCC(=O)N/N=C/C=C/c2ccccc2)n1 | -7 | -0.7% | 0 | 1% | 1% | 0% | -8 | 11 | 2
COc1c(CC=C(C)C)cc(C2CC(=O)c3c(O)cc(O)cc3O2)c(CC=C(C)C)c1O (centres undefined) | . | . | . | 5% | -17% | -2% | 18 | . | .
CC(C)OC(=O)NC(Nc1ccccc1C(=O)O)(C(F)(F)F)C(F)(F)F | -5 | 2.7% | 2 | -2% | 1% | -13% | 9 | 5 | 1

Complete entries, looked up by structure:
COc1c(CC=C(C)C)cc(C2CC(=O)c3c(O)cc(O)cc3O2)c(CC=C(C)C)c1O (centres undefined) is listed as D1 antagonist: .; RXFP1 ag: .; D1 PAM: .; GRP78 ERSR act: 5%; Vif-APOBEC3G blk: -17%; Vif-A3F inh: -2%; RXFP1 antag: 18; D1 ag: .; D2 PAM: .
C=C(C)CN1C(=O)C(C)SC1=NN=C1SCC(=O)N1C (centres undefined) is listed as D1 antagonist: .; RXFP1 ag: .; D1 PAM: .; GRP78 ERSR act: 5%; Vif-APOBEC3G blk: 0%; Vif-A3F inh: -4%; RXFP1 antag: 9; D1 ag: .; D2 PAM: .

Later entries
SMILES | D1 antagonist | RXFP1 ag | D1 PAM | GRP78 ERSR act | Vif-APOBEC3G blk | Vif-A3F inh | RXFP1 antag | D1 ag | D2 PAM
COc1ccc(NC2CCCN(C(=O)c3cccc(N4CCNC4=O)c3)C2)cc1 (centres undefined) | -1 | -5.1% | 0 | -4% | 3% | 6% | -8 | 4 | 5
C=CCNC(=O)c1onc(CSc2ccc(C)c(C)c2)c1C(=O)O | 1 | 0.0% | 3 | 6% | -5% | -5% | . | 2 | -5
COc1ccc(-c2nn(-c3cccc([N+](=O)[O-])c3)c3c2cnc2cc4c(cc23)OCO4)cc1 | -7 | 1.5% | 0 | 1% | -3% | 3% | -2 | 0 | 17
CCC(=O)Nc1cc(NC(=O)CSc2ncc(-c3ccc(F)cc3)n2Cc2ccco2)ccc1C | 12 | 1.1% | -4 | 3% | 1% | 4% | 1 | 0 | -14
CCOCCN(C=O)c1cccc(OC)c1 | 1 | -0.1% | -4 | -1% | -7% | -2% | -4 | 2 | 13
CC(C)C(C)(C#N)NC(=O)CSc1nc2scc(-c3ccccc3)c2c(=O)[nH]1 (centres undefined) | -1 | 4.8% | 1 | -5% | -2% | 17% | -9 | 1 | -6
O=C(CN1C(=O)/C(=C\c2cccc(F)c2)Oc2ccccc21)N1CCN(c2ccccn2)CC1 | -1 | 6.3% | -3 | -3% | -2% | 8% | -4 | 3 | -4
O=C(NCc1ccccc1)C(c1ccco1)N(C(=O)c1ccccn1)c1ccc(F)cc1 (centres undefined) | -5 | 0.3% | -3 | -6% | 4% | -12% | -30 | 0 | -3
CN(C)C(CNC(=O)c1cc2ccccc2oc1=O)c1ccccc1 (centres undefined) | 2 | 0.6% | -3 | 7% | 2% | -3% | 3 | 0 | 7
N#CC(c1nc2ccccc2nc1N1CCCCC1)S(=O)(=O)c1ccc(Cl)cc1 (centres undefined) | -17 | 0.3% | -3 | . | . | . | . | 7 | 3
CN(CC(=O)N1CCCCCC1)S(=O)(=O)c1ccc(Br)cc1 | -9 | 0.0% | 5 | -2% | 0% | -2% | -11 | 2 | -1
CCOCCCNC(=O)c1cn(CC)c2ccc(S(=O)(=O)N3CCc4ccccc4C3)cc2c1=O | -9 | 1.0% | 2 | -2% | 4% | -4% | . | 0 | -3
OC(COc1ccc2cc(Br)ccc2c1)CN1CCOCC1 (centres undefined) | 17 | 3.8% | -6 | 2% | 0% | 2% | -8 | 11 | -3
COc1cccc(-n2c(SCC(=O)N3CCCCC3)nc3c([nH]c4ccccc43)c2=O)c1 | -3&13 | -0.4%&0.7% | -3&-3 | -3%&-1% | -6%&0% | -4%&4% | . | 3&1 | 4&14
CCCn1nc(-c2nnc(-c3ccc(C)c(C)c3)o2)c2ccccc2c1=O | -6 | 0.0% | -3 | -1% | 0% | 10% | 6 | 2 | 2
Cc1cccc(N2CCN(C(=O)c3ccncc3)CC2C)c1 (centres undefined) | -4 | 1.5% | 1 | -7% | -20% | -1% | 6 | -1 | 4
CC(C)CC(=O)N=C1SC2CS(=O)(=O)CC2N1Cc1ccccc1Cl (centres undefined) | -10 | -0.5% | 5 | -5% | 0% | -7% | -5 | 1 | 6
CCOc1ccccc1C1CC(=O)NC(SCC)=C1C#N (centres undefined) | -5 | 0.1% | -2 | -1% | 0% | -5% | -19 | 0 | -6
CC(=O)N(Cc1cccnc1)c1nc2cc(C)cc(C)c2s1 | . | 0.9% | -1 | 1% | 3% | -8% | -5 | 11 | 0
Cc1ccc2c(c1)-c1c(ssc1=S)C(C)(C)N2C(=O)c1ccco1 | 8 | 0.4% | -3 | -4% | -20% | -8% | 6 | -2 | 23
COc1ccc(CNC(=O)C2CCN(S(=O)(=O)N3CCOCC3)CC2)cc1 | -42* | -1.0% | 0 | -1% | 1% | -6% | 1 | 0 | 16
CN1CCN(c2ccc(C(=O)c3ccc(Br)cc3)cc2[N+](=O)[O-])CC1 | -27 | 3.3% | -9 | 1% | 2% | 7% | -22 | 10 | 4
Cc1nc(N2CCCCC2C)c2c(C)c(C(=O)Nc3ccccc3C(F)(F)F)sc2n1 (centres undefined) | 23 | 10% | -2 | -1% | 1% | 4% | -16 | 0 | -7
COc1cccc(C2N(c3ccccn3)C(=O)C3CCCN32)c1OC (centres undefined) | -3 | 0.9% | -1 | -1% | -3% | 2% | 3 | 4 | -1
COc1ccc(NC(=O)c2scc(S(=O)(=O)C(C)C)c2N)cc1 | 0 | -2.6% | -8 | -4% | 0% | 2% | -35 | 3 | 6
Cc1cccc(Nc2ccc([N+](=O)[O-])cn2)c1 | -13 | -1.7% | 2 | 1% | -1% | -27% | -3 | 5 | -3
COc1ccc(CCN(Cc2cc3cc4c(cc3[nH]c2=O)OCO4)C(C)=O)cc1OC | 9 | 1.9% | 2 | . | . | . | . | 1 | 11
COc1ccc(NC(=O)CSc2nnc(CCC(=O)O)c(=O)n2N)cc1 | -10 | 2.4% | -1 | -5% | -1% | 3% | 1 | 2 | 5
Cc1cccc(C)c1NC(=S)Nc1ccc(Cl)c(Cl)c1 | -29 | 1.1% | -5 | -3% | -7% | -2% | -6 | 19 | -11
CCC(C)NC(=O)c1ccc(-n2c(-c3ccccc3)cc3c2CCCC3)cc1 (centres undefined) | -7 | -2.1% | -4 | -3% | -20% | -6% | -9 | 1 | -5
Cn1c(=O)n(CCN2CCOCC2)c(=O)c2c1nc1n2CCN1c1ccc(Oc2ccccc2)cc1 | 16 | 2.0% | -3 | -5% | 3% | -6% | 7 | 2 | -4
Cc1cc2occ(CC(=O)Nc3nnc(C4CC4)s3)c2cc1C | -13 | 0.4% | -5 | -3% | -3% | -7% | -2 | -2 | -3
Cn1ncc(Cl)c1C(=O)Nc1cccnc1 | -3 | 0.1% | -1 | -1% | 4% | 3% | -4 | 2 | 10
COc1ccc(-c2ccc3c(N)c(C(=O)NCc4ccc(C)cc4)sc3n2)cc1 | -10 | ? | 0 | -2% | 3% | -13% | . | 3 | 13
CCc1ccc(C(=O)O)cc1 | 11 | -0.7% | 2 | -4% | 0% | 13% | -13 | 2 | 9

Some of the compounds tested. The share of hits here may be higher or lower than overall.
